# From PubChem
# DRD3 agonist: activates the human D3 dopamine receptor | AID 652048 | max activation, % | D3R DiscoveRx beta-arrestin cells, luminescence, 90 min | hit rate 0.58% among 410,000 | P35462; in the data active = max activation above about 30%; also: 0% is about no effect; mostly tested at two doses, the higher about 12 µM
# Target sequence (P35462 whole entry, looked up): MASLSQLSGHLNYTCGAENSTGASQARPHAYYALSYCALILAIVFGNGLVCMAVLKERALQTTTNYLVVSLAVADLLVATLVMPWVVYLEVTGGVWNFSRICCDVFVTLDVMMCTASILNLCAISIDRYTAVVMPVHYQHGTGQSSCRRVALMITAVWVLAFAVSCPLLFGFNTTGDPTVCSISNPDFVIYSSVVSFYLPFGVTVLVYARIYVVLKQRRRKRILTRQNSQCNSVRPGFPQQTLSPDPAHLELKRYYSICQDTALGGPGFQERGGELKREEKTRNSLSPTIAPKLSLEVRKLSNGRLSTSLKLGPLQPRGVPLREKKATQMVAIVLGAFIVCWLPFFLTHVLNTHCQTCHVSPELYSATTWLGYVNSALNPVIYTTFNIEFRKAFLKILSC
#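 Cells at 1500/well, incubated overnight, then treated with pinned compounds (dopamine as control) for 90 min at 37 degrees C. DiscoveRx reagent added for 30 - 60 minutes at room temperature; luminescence read.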
# * marks the source's active call; other numbers are inactive results.
nr	Compound	DRD3 agonist
1	CCc1ccc(NC(=O)CC2C(=O)N(c3ccc(F)cc3)C(=O)N2Cc2ccc(F)cc2)cc1 (stereo not given)	6
2	COc1ccc(S(=O)(=O)NCC(c2cccs2)S(=O)(=O)c2ccc(C)cc2)cc1F (stereo not given)	-13
3	Clc1ccc2nc(NCc3ccccc3)c3nncn3c2c1	9
4	CO/N=C(\C(=O)N[C@@H]1C(=O)N2C(C(=O)O)=C(CSc3nc(C)c(CC(=O)O)s3)CS[C@H]12)c1csc(N)n1	3
5	CCCCN(CC)C(=O)CCCn1c(=O)c2cccn2c2ccccc21	9
6	CCOc1ccc(CCNC(=O)Cn2ncn3c(cc4ccccc43)c2=O)cc1OCC	2
7	O=C(CSc1nccn1C1CCCC1)Nc1ccc(C(F)(F)F)cc1	7
8	Cc1cc(C)c2c(-n3cccc3)c(C(=O)NCC(C)c3ccccc3)sc2n1 (stereo not given)	0
9	CCc1ccccc1NC(=O)Cn1c(=O)n(-c2ccc(C)c(C)c2)c(=O)c2oc3ccccc3c21	6
10	CC1=C(C(=O)Nc2ccccc2C)C(c2ccccn2)n2nc(SCc3ccccc3F)nc2N1 (stereo not given)	-9
11	CCOC(=O)c1c(NC(=O)c2cc3nc(-c4ccc(Br)cc4)cc(C(F)(F)F)n3n2)sc(C(C)=O)c1C	0
12	CCN(Cc1ccccc1)Cc1c(O)ccc2c(=O)c(-c3ccc(Cl)cc3)coc12	3
13	Cc1nn(CCCC(=O)NCc2ccccc2)c(=O)c2cc3sccc3n12	-1
14	Cc1ccc(N(C)C(=O)C2CCN(S(=O)(=O)c3c(C)noc3/C=C/c3c(C)cc(C)cc3C)CC2)cc1	7
15	Cc1nc(N2CCOCC2)c2c(C(=O)N3CCN(c4ccccc4F)CC3)c(C)oc2n1	-8
16	O=C(Nc1cc(Cl)cc(Cl)c1)c1ccc(F)c(S(=O)(=O)NCc2ccccc2Cl)c1	1
17	CCN(C(=O)C1CCN(c2ncnc3c2nc2n3CCCCC2)CC1)c1cccc(Cl)c1	0
18	COc1ccccc1CCNC(=O)Cc1c(C)c2c(cc(C)c3c(C)c(C)oc32)oc1=O	8
19	Cc1ccccc1NC(=O)c1ccccc1NC(=O)c1ccccc1Cl	3
20	CCOc1ccc(CN2C(=O)c3ccccc3Sc3ccc(C(=O)OC)cc32)cc1	5
21	COc1ccc(C2=NC3(CCCCCC3)N(CC(=O)Nc3ccc(C)c(C)c3)C2=O)cc1	0
22	CCCN1C(C(=O)c2ccccc2)=C(OC(=O)c2ccc(C)cc2)c2ccccc2S1(=O)=O	-6
23	Cc1cc(OC(C)C(=O)N(Cc2ccco2)Cc2ccccc2F)cc(C)c1Cl (stereo not given)	-7
24	CCOC(=O)c1ccc(-n2c(N)c(C(=O)OC)c3nc4ccccc4nc32)cc1	8
25	COc1ccc(CNC(=O)c2oc3c(c2C)-c2nn(Cc4ccc(Cl)cc4)cc2CC3)cc1	-4
26	Oc1c(C(c2ccccc2)N2CCN(c3cccc(Cl)c3)CC2)sc2nc(-c3ccco3)nn12 (stereo not given)	-8
27	CCOC(=O)c1cccc(NC(=O)CC2C(=O)N(c3ccccc3)C(=O)N2Cc2ccco2)c1 (stereo not given)	-3
28	Cc1cc(C)c(S(=O)(=O)NCC(c2ccco2)S(=O)(=O)c2cccs2)c(C)c1 (stereo not given)	5
29	CCc1ccccc1NC(=O)CSc1nc2c(oc3ccccc32)c(=O)n1-c1ccccc1F	-5
30	Cc1cccc(CNC(=O)c2ccc(Cn3c(=O)c4cccn4c4cccnc43)cc2)c1	0
31	CCc1ccc(-n2nc(CO)c(C(=O)NCCCCc3ccccc3)n2)cc1	12
32	COc1ccc(C(=O)N2CCN(C(=O)COc3ccc(Br)cc3)CC2)cc1OC	15
33	CCOc1cc2sc(N3CCC(C(=O)Nc4ccc(C)cc4)CC3)nc2cc1Br	-4
34	COc1cccc(C(=O)Nc2cc(-c3cn4cccnc4n3)ccc2C)c1OC	3
35	COc1cccc(N2CCN(c3c4c(nc5nncn35)CCC4)CC2)c1	9
36	Cc1ccc2nc(N3CCN(c4ccccc4)CC3)c3nnnn3c2c1	3
37	O=C(CSc1nccn1C1CCCC1)Nc1cccc(F)c1	-1
38	COc1ccccc1CN1C(=O)C(=O)c2cccc(C)c21	4
39	COc1ccccc1NC(=O)Cc1c(C(=O)O)[nH]c2ccc(Cl)cc12	7
40	COc1ccc(/C=C/C(=O)N2CCC(c3nc4ccccc4o3)CC2)cc1OC	-1
41	CNC(=O)c1ccc2c(c1)N(Cc1ccccc1Cl)C(=O)c1ccccc1S2	0
42	CN(C)CCN(Cc1ccco1)C(=O)c1cc2c(s1)-c1ccccc1OC2	-22
43	COc1ccc(CNC(=O)CCc2c(C)nn(-c3ccc(N4CCCC4)nn3)c2C)cc1	9
44	Cc1ccc(OCC(=O)Nc2cccc(OCc3cc(=O)n4ccccc4n3)c2)cc1C	-1
45	O=C(CCS(=O)(=O)c1ccccc1)N(Cc1cccnc1)c1nc2ccc(Cl)cc2s1	-16
46	CCSc1ncc(Cl)c(C(=O)Nc2nc3ccc(Cl)cc3s2)n1	-5
47	COC(=O)c1ccccc1NC(=O)C(Cc1ccccc1)N1Cc2ccccc2C1=O (stereo not given)	-17
48	CCOc1ccc(NC(=O)Cn2nnc(-c3nc(-c4ccncc4)no3)c2N)cc1	4
49	COc1ccc(S(=O)(=O)Nc2ccc3c(c2)N(C(C)=O)CCC3)cc1F	7
50	CCN1C(=O)c2ccccc2Sc2ccc(NC(=O)Nc3cc(C)cc(C)c3)cc21	11
51	Cc1ccc(C)c(NC(=O)C(c2ccccc2)N2Cc3ccccc3C2=O)c1 (stereo not given)	-14
52	CO/N=C(\C(=O)N[C@@H]1C(=O)N2C(C(=O)O)=C(C[N+]3(C)CCCC3)CS[C@H]12)c1csc(N)n1	2
53	COc1ccc(S(=O)(=O)NCCc2cn3ccsc3n2)cc1	2
54	Cc1ccc(C)c(N2CCN(S(=O)(=O)c3ccc(F)c(C(=O)Nc4ccc(Cl)cc4Cl)c3)CC2)c1	-1
55	Cc1ccc(-c2c(CN3CCN(c4cc(Cl)ccc4C)CC3)csc2C)cc1	-15
56	COC(=O)CCN(C(=O)c1c(C)oc2ncnc(N3CCOCC3)c12)c1ccccc1	-12
57	COc1ccc(NC(=O)c2cc(C3CC3)nc3c2c(C)nn3-c2ccccc2)cc1	15
58	CCCCN(C)C(=O)CSc1c2c(nc3ccc(Cl)cc13)CCCC2	-3
59	O=C(CSc1nc2c([nH]c3ccccc32)c(=O)n1-c1ccccc1)c1ccc(Cl)cc1	-10
60	COc1ccc2c(c1)CCc1sc(NC(=O)c3ccc(Cl)cc3)nc1-2	-10

# (listing goes on)
nr	Compound	DRD3 agonist
61	COc1ccc(CCNc2ncnc3c2nnn3C)cc1	-2
62	Cc1nc(N2CCCC2)c2c(C(=O)Nc3ccc(Br)cc3F)c(C)oc2n1	2
63	COc1ccc(-c2cc3ccc(O)c(CN4CCCC4)c3oc2=O)cc1	1
64	Cc1ccc(OCC(=O)Nc2cccc(C(=O)OCc3cc(=O)n4cc(C)sc4n3)c2)cc1	3
65	Cc1ccc(-n2ncc(C(=O)NCCCN3CCc4ccccc4C3)c2C2CCN(C(=O)OC(C)(C)C)CC2)c(C)c1	-40
66	CCOC(=O)c1cc(-c2ccc(OC)cc2)n(CCC(=O)NCCc2ccc(OCC)c(OCC)c2)c1C	8
67	Cc1nc2nc(NC(=O)c3ccc(C(C)(C)C)cc3)[nH]n2c(=O)c1C	-11
68	CCN(CC)CCn1c(=N)n(CCOc2ccccc2Cl)c2ccccc21	-6
69	CCOC(=O)c1cc(-c2ccccc2)n(CC(=O)Nc2ccccc2OCC)c1C	1
70	CCOc1cccc(CC(=O)N2CCc3c([nH]c4ccccc34)C2c2ccc(OC)cc2)c1OCC (stereo not given)	-20
71	Cc1ccc(Cn2cc(S(=O)(=O)c3cccc(Cl)c3)c(=O)c3cc(F)c(N4CCCCC4)cc32)cc1	9
72	COc1ccc(-c2cn3c(n2)sc2cc(C(=O)NC4CCCc5ccccc54)ccc23)cc1 (stereo not given)	1
73	CCC(=O)N1CCc2cc(S(=O)(=O)NCCC(=O)Nc3ccc(OC)c(Cl)c3)ccc21	4
74	COc1ccccc1NC(=O)c1cc2c(=O)n(Cc3cccs3)ccc2nc1C	-6
75	Cc1nn2c(=O)cc(COC(=O)c3ccccc3NC(=O)c3cccs3)nc2s1	10
76	CCC(=O)N1CCc2cc(Br)cc(S(=O)(=O)Nc3ccc(C)cc3C)c21	4
77	CCc1ccc(CNC(=O)C2CCN(C(=O)N3CC(CC)Oc4ccc(C)cc43)CC2)cc1 (stereo not given)	-4
78	COc1cc(OC)c(NC(=O)Nc2ccc3c(c2)N(C)C(=O)c2ccccc2S3)cc1Cl	6
79	COC(=O)c1ccccc1NC(=O)CCC(=O)N1CC(C)Sc2ccccc21 (stereo not given)	4
80	COc1ccc(-c2nc3sc(CCNC(=O)C(=O)Nc4ccc(C)cc4C)c(C)n3n2)cc1	1
81	CCCOc1cccc(C(=O)N(Cc2ccc(C)o2)C2CCS(=O)(=O)C2)c1 (stereo not given)	-1
82	O=C(/C=C/c1ccccc1)Nc1nc(-c2cccs2)ns1	12
83	Cc1cc(NC(=O)CSc2ncc(C(=O)Nc3ccc(C)c(C)c3)c(=O)n2C)no1	5
84	Cc1cn2c(=O)cc(COC(=O)c3ccc(NC(=O)COc4ccc(C)c(C)c4)cc3)nc2s1	8
85	Cc1ccc(NC(=O)c2ncn(-c3ccccc3)n2)c(Cl)c1	0
86	CCC(=O)OC(OP(=O)(CCCCc1ccccc1)CC(=O)N1C[C@H](C2CCCCC2)C[C@H]1C(=O)O)C(C)C (stereo not given in full)	12
87	O=S(=O)(c1ccc(-c2cc(C(F)(F)F)on2)s1)N1CCN(c2ccccc2F)CC1	-5
88	Cc1cc2c(cc3c(=O)n(CC(=O)NCc4ccccc4Br)ncn32)s1	17
89	Cc1cc(C)c2c(=O)cc(C(=O)Nc3ccc(S(=O)(=O)Nc4onc(C)c4C)cc3)oc2c1	-21
90	CCOc1ccc(CNC(=O)Nc2ccc3c(c2)N(C)C(=O)c2ccccc2S3)cc1	9

# Looked up above.
# DRD3 agonist, `O=C(/C=C/c1ccccc1)Nc1nc(-c2cccs2)ns1` : 12
# DRD3 agonist, `Cc1cn2c(=O)cc(COC(=O)c3ccc(NC(=O)COc4ccc(C)c(C)c4)cc3)nc2s1` : 8

# Next part:
nr	Compound	DRD3 agonist
91	CCn1c2ccccc2c2cc(CN3CCN(Cc4ccccc4Cl)CC3)ccc21	-18
92	CCC1CN(C(=O)N2CCC(C(=O)NCc3cccs3)CC2)c2ccccc2O1 (stereo not given)	6
93	CCSc1ncc(Cl)c(C(=O)Nc2c(C(=O)Nc3ccccc3)oc3ccccc23)n1	-9
94	O=C(NCc1cccc(Br)c1)C1CCN(C(=O)c2sccc2-n2cccc2)CC1	0
95	Cc1ccc(C)c(NC(=O)c2cc(S(=O)(=O)N3CCCc4ccccc43)ccc2F)c1	-8
96	CCc1ccccc1NC(=O)c1sc2nc(C)cc(COC)c2c1N	-6
97	CCc1ccc(NC(=O)Cn2nnc(C(=O)Nc3ccc(F)cc3)c2N)cc1	-3
98	Cn1c(=O)n(C/C=C/c2ccccc2)c(=O)c2c1nc1n2CCN1c1ccccc1	7
99	CCc1cccc(NC(=O)CNS(=O)(=O)c2ccc3nc(C)sc3c2)c1	8
100	CCOC(=O)c1cccc(NC(=O)CCc2c(C)nn(-c3ccc(N4CCCCC4)nn3)c2C)c1	-4
101	Cc1ccc(C(C)C)c(OCC(=O)N2CCC(c3nc4ccccc4o3)CC2)c1	-2
102	COc1ccc(NC(=O)c2oc3c(c2C)-c2nn(Cc4ccccc4Cl)cc2CC3)cc1OC	-3
103	Cc1c(C(=O)Nc2ccc(Br)cc2F)oc2ccc(S(=O)(=O)N3CCC4(CC3)OCCO4)cc12	15
104	Cc1cccc(C(=O)N(Cc2ccco2)Cc2ccccc2F)c1	-11
105	Cc1ccc(NC(=O)Cn2ncn3c(cc4ccccc43)c2=O)cc1C	-11
106	CCOc1ccc(CNC(=O)C2CCN(c3nnc(-n4cccc4CNc4ccc(C)cc4)s3)CC2)cc1OC	2
107	COc1ccc(-n2ccn(Cc3ccccc3Cl)c(=O)c2=O)cc1OC	-5
108	CC1(c2ccccc2)OC(C(=O)O)=CC1=O (stereo not given)	2
109	CCOC(=O)c1c(-c2ccccc2)oc2ccc(NS(=O)(=O)c3ccc(OC)cc3)cc12	-4
110	CC(C)c1nn2c(=O)cc(COC(=O)c3ccc(NC(=O)C4CCCCC4)cc3)nc2s1	6
111	CCC(=O)Oc1ccc2c(c1)CC[C@@H]1[C@@H]2CC[C@]2(C)[C@@H](OC(=O)CC)CC[C@@H]12	6
112	Cc1ccc(NC(=O)CN2C(=O)COc3ccc(S(=O)(=O)N4CCCCC4)cc32)cc1N(C)C	3
113	CCOc1ccc(N2CC(NC(=O)c3cccs3)CC2=O)cc1 (stereo not given)	-3
114	CCOc1ccc(C2CC(=O)NC(NC(=O)c3cccc(Cl)c3)=N2)cc1 (stereo not given)	8
115	CCc1ccccc1NC(=O)NC(CC)Cn1nnc2ccccc2c1=O (stereo not given)	-6
116	N#Cc1nc(/C=C/c2ccc(F)cc2)oc1NC1CCCCC1	0
117	COc1ccc(N2CCN(Cc3nc4c(c(=O)[nH]c(=O)n4C)n3Cc3ccccc3F)CC2)cc1	-23
118	Cc1c(C(=O)N(Cc2ccc(N(C)C)cc2)CC2CCCO2)oc2ccc(Br)cc12 (stereo not given)	0
119	CC1CCn2c(nc3cc(C(=O)NCc4ccc(F)cc4)ccc32)C1 (stereo not given)	-10

# By substructure, those above containing a COOH group (5)
nr	Compound	DRD3 agonist
4	CO/N=C(\C(=O)N[C@@H]1C(=O)N2C(C(=O)O)=C(CSc3nc(C)c(CC(=O)O)s3)CS[C@H]12)c1csc(N)n1	3
39	COc1ccccc1NC(=O)Cc1c(C(=O)O)[nH]c2ccc(Cl)cc12	7
52	CO/N=C(\C(=O)N[C@@H]1C(=O)N2C(C(=O)O)=C(C[N+]3(C)CCCC3)CS[C@H]12)c1csc(N)n1	2
86	CCC(=O)OC(OP(=O)(CCCCc1ccccc1)CC(=O)N1C[C@H](C2CCCCC2)C[C@H]1C(=O)O)C(C)C (stereo not given in full)	12
108	CC1(c2ccccc2)OC(C(=O)O)=CC1=O (stereo not given)	2

# A portion of the library; the hit share may differ from the screen's.
